# Bioassay records: PubChem, National Center for Advancing Translational Sciences (NCATS)
# TCR activator – T cell receptor activation; primary human leukocytes, anti-CD3, IL-2 HTRF, 48 h; Potency, µM (highest dose often 9.22 µM), for the others: at the highest dose activation of IL-2 secretion, hits mostly activators; 330,000 tested, under 10 active; note: % of control where 0% means no effect
#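 Primary human leukocytes receive a-CD3 beads and test compound and are incubated 48 hr. Secreted IL-2 is then assayed by HTRF, measuring 665nm acceptor emission after 320nm excitation of the europium donor.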
# CXXC DNA block – blocks binding of human MLL CXXC domain to DNA | Q03164 | MLL-CXXC / FITC-HOXA9 DNA fluorescence polarization | Potency, µM (series often up to 115 µM), for the others: at the highest dose activity change, negative = inhibition, actives largely listed as inhibitors | hit rate 0.037% among 290,000 | AID 2662; active = well fitted inhibition curve with a large enough effect in the polarisation, with a control signal flat, not every such curve was filed as active; inconclusive = small, poorly fitted or top-dose-only effect, or effect the other way, or a change in a side signal; inactive = no such curve, though single readings can be large or run the other way; the % refers to the polarisation; note: potency is the fitted concentration of half-maximal effect
#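 Purified MLL-CXXC (added from a 7 uM solution) was preincubated 5 min at ambient with pinned compounds in 50 mM Tris-HCl pH 7.5, 50 mM NaCl, 1 mM DTT, 0.05% BSA. Fluorescein-labeled HOX-A9 DNA (50 nM solution) followed, 30 min, then polarization read.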
# BRCA1 expr act – increases BRCA1 expression; MCF7-BRCA1-FFLuc reporter, luminescence, 48 h; response scale: scaled: vehicle 0%, 10 µM genistein 100%; Potency, µM (series often up to 46.1 µM), for the others: at the top dose activation, usual class: activators; hit rate 1.1% among 380,000; AID 624202; note: potency is the fitted concentration of half-maximal effect; nearly all actives have a fitted effect of over 80% in size; some results filed as inactive show a strong effect at the top dose
#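 Quantitative HTS in MCF7 cells stably reporting BRCA1 expression via firefly luciferase. Compound treatment lasts 48 h at 37 °C in phenol-red free MEM. Activation is expressed relative to genistein at 10 microM and DMSO.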
# PTAP TSG101 blk – blocks PTAP/TSG101 interaction to inhibit HIV-1 budding; Q99816; Fluorescence polarization, FITC-PTAP peptide / Tsg101 binding; Potency, µM (titrated, usually from 115 µM), without a hit: at the highest dose activity change, negative = inhibition, hits mostly inhibitors; 340,000 tested, under 10 active; AID 493005; active = well fitted inhibition curve with a large enough effect in the main read-out, with a control signal flat, not every such curve was filed as active; inconclusive = small, poorly fitted or top-dose-only effect, or effect the other way, or a change in a side signal; inactive = no such curve, though single readings can be large or run the other way; note: potency is the fitted concentration of half-maximal effect; % of control where 0% means no effect
# Target sequence (Q99816 whole entry, looked up): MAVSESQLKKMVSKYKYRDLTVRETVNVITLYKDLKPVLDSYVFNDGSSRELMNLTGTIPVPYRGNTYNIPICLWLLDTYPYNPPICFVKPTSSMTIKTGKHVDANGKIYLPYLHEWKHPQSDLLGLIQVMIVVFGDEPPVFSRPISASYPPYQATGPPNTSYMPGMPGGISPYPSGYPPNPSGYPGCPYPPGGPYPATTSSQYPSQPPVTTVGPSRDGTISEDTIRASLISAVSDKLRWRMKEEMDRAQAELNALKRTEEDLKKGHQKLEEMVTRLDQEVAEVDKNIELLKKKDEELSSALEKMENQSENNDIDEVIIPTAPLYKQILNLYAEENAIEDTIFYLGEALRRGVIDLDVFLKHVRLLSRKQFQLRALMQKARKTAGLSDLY
#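 FP read-out: FITC-PTAP peptide, 50 nM final, binding Tsg101 binding domain, 10 uM final; 20 min, r.t.; 10 mM HEPES pH 7.5, 0.15 M NaCl, 0.01% Tween 20, 3 mM EDTA, 0.1 mM TCEP.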
# TRPV1 agonist – agonists of human vanilloid receptor 1 (TRPV1); Q8NER1; TRPV1-expressing cells, Fluo-8 calcium influx, agonist mode; activation, % at 8.33 µM; hit rate 0.19% among 320,000; AID 540275; in the data active = activation above about 80%; inconclusive = between about 30% and that limit; note: 0% is about no effect
#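 Cells expressing TRPV1 were dye-loaded with Fluo-8 and read kinetically: 10 s baseline, 3 min after compound (agonist portion), then 2 min after EC20 capsaicin (allosteric enhancer portion). Calcium-bound dye fluorescence at 480/520 nm.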
# AT treatment – candidate therapy for ataxia-telangiectasia. […] A-T fibroblasts, KAP-1 phosphorylation AlphaLISA; neocarzinostatin DNA damage 30 min before lysis. Potency, µM (titrated, usually from 57.5 µM), for inactives: at the top dose activation, actives largely listed as activators. hit rate 0.19% among 320,000. AID 485349; note: potency is the fitted concentration of half-maximal effect; % of control where 0% means no effect; nearly all actives have a fitted effect of over 45% in size
#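 ATM-like activity read as KAP-1 phosphorylation via AlphaLISA donor/acceptor antibody pairs after lysis and 6 hr at 25C. Cells were ATM-null patient fibroblasts ([…], hTERT), dosed 60 min, then exposed to the DSB inducer NCS for 30 min.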
# p53 reactivator – mutant p53 re-activation in reporter cells | hit rate 0.063% among 320,000 | Potency, µM (doses to about 92.2 µM), for the others: at the top dose activity change, positive = activation, most hits filed as activators | H1299 p53-A138V BP100-luciferase reporter, luminescence, 24 h | AID 504706; note: potency is the fitted concentration of half-maximal effect; % of control where 0% means no effect; nearly all actives have a fitted effect of over 45% in size
#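 p53-null H1299 cells stably carrying temperature-sensitive p53-A138V and a BP100-luciferase reporter were pinned with compounds (4-point, 1:5 series) and held 24 hrs at 37 deg C. Luminescence was read 10 min after detection reagent.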
# Integrin act MD – integrin-mediated muscular dystrophy alleviation activation. alpha7betagal myoblasts, beta-gal FDG fluorescence, 48 h. Potency, µM (highest dose often 38.3 µM), without a hit: top-dose activation, actives largely listed as activators. hit rate 0.064% among 350,000;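 note: potency is the fitted concentration of half-maximal effect; 100% = response of the positive control SU9516; nearly all actives have a fitted effect of over 60% in size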
#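 Alpha7betagal+/- myoblasts (passage 13) were plated 16-24 hr, then exposed to compounds (1:260 dilution of DMSO stock) for 48 hours at 37C. After MPER lysis, β-galactosidase reporter activity was read as FDG fluorescence (ex 480/em 540) after 30 minutes.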
# B2AR arrestin – recruits beta-arrestin to the human beta2-adrenergic receptor; P07550; beta-arrestin recruitment to beta2AR, cell-based reporter; Potency, µM (series often up to 46.1 µM), for the others: at the highest dose activation, usual class: activators; hit rate 0.02% among 330,000; AID 492947;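 note: potency is the fitted concentration of half-maximal effect; 0% = DMSO controls and full agonism = EC100 isoproterenol or metaproterenol; nearly all actives have a fitted effect of over 65% in size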
# Target sequence (P07550 whole entry, looked up): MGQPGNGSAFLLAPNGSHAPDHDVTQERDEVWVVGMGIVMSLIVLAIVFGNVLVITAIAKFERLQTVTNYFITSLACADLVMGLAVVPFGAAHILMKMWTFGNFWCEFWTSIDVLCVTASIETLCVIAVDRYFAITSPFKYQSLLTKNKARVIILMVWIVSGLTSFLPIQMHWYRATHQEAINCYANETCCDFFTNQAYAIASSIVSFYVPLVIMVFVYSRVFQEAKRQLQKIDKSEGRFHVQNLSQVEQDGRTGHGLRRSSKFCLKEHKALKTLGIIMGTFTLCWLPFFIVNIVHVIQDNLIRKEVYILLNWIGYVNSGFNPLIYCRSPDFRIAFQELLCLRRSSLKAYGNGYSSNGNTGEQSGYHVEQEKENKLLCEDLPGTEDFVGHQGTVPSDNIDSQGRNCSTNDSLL
# ELG1 DNA repair – inhibitors of ELG1-dependent DNA repair in HEK293T cells. Potency, µM (doses to about 46.1 µM), without a hit: top-dose activity change, negative = inhibition, usual class: inhibitors. hit rate 2.3% among 330,000. HEK293T ELG1-luciferase reporter, luminescence, 16 h; DNA damage induced by 5-fluorouridine; note: potency is the fitted concentration of half-maximal effect; % is set by controls: 0 for no effect and ±100 for the full control effect; nearly all actives have a fitted effect of over 55% in size
#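 Luminescence from the luciferase reporter, measured 30 min after ONE-Glo reagent at room temperature, was the read-out. Beforehand, 2,000 cells per well were exposed for 16 hr at 37 °C to 5-fluorouridine together with compound or vehicle.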
# An asterisk follows results filed as active; ? = inconclusive; . = no result given; [ ] = another dose, or the depositor's remark. Unless noted, calls come from the whole dose curve; as a rule, active = well fitted curve in the direction sought with a large enough effect; inconclusive = small, poorly fitted or top-dose-only effect, or another doubt; inactive = no such curve, though single readings can be large; an effect the other way counts as inactive or inconclusive.
Molecule | TCR activator | CXXC DNA block | BRCA1 expr act | PTAP TSG101 blk | TRPV1 agonist | AT treatment | p53 reactivator | Integrin act MD | B2AR arrestin | ELG1 DNA repair
Cc1cc(=O)[nH]c(SCn2nnc3ccccc3c2=O)n1 | 4% | 17% | 0% | -1% | 0 | -1% | 0% | -18% | 0.4% | 26%
O=C(Nc1ccccn1)C1CCN(S(=O)(=O)c2cccs2)CC1 | 0% | 4% | 2% | -5% | 3 | 5% | -1% | -1% | 0.0% | -27%
NC(=O)CC(NC(=O)c1ccccc1)c1ccc(N2CCN(c3ccc(F)cc3)CC2)c([N+](=O)[O-])c1 (stereo not given) | -5% | 1% | -39% | -4% | -4 | -3% | 7% | -2% | -1.1% | ?
Cc1ccc(S(=O)(=O)Nc2ccc(NC(=O)c3c(F)c(F)c(F)c(F)c3F)cc2)cc1 | 1% | 9% | -68% | -3% | 2 | -6% | -5% | -15% | -0.1% | ?
Cc1ccc(OCC(=O)Nc2ccc3c(c2)nc2n3CCOC2)cc1 | -6% | 7% | -3% | 0% | -5 | 7% | -7% | -3% | -1.7% | -4%
O=C(O)CCN1/C(=C/C=Nc2ccccc2)Oc2ccccc21 | -4% | 13% | 5% | 8% | -3 | 3% | 5% | 1% | -0.6% | -7%
CCSc1nnc(NC(=O)C2CC=CCC2C(=O)O)s1 (stereo not given) | 5% | -6% | -13% | -1% | 0 | -1% | 7% | -6% | 0.2% | 1%
N/C(=N\OCc1ccc([N+](=O)[O-])cc1)c1ccncc1 | -1% | 12% | ? | -4% | 3 | -5% | 21% | -21% | 0.0% | ?
CSc1ccccc1NC(=O)CN(C)CC(=O)Nc1c(F)cccc1F | -4%[46.1 µM] | 7% | -10% | 0% | -1 | 4% | -4% | 9% | -3.8% | 2%
CCn1c(=S)sc2c(=O)n(CC(=O)Nc3ccc(Cl)cc3)c(C)nc21 | 7% | 5% | -43% | -2% | 3 | 1% | -1% | -19% | -0.2% | -7%
Cn1c(=O)c2c(nc(N/N=C/c3ccc(OC(=O)c4ccco4)cc3)n2Cc2ccccc2Cl)n(C)c1=O | -1%[46.1 µM] | -2% | -35% | -1% | 1 | -1% | 0% | -9% | 0.3% | 16µM*
O=C(NCCN1CCOCC1)c1ccc(N2CCCC2)c([N+](=O)[O-])c1 | -1% | -1% | 7% | 0% | -7 | 10% | -3% | -3% | -0.1% | 18%
CCCS(=O)(=O)NCCc1csc(-c2ccc(OC)c(OC)c2)n1 | 4% | -1% | 0% | -7% | -1 | -4% | -2% | ? | 0.5% | 0%
CCN(CC)c1nc(N)nc(NS(=O)(=O)c2ccc(Cl)cc2)n1 | 5% | 2% | -6% | -1% | 4 | 6% | -2% | 16% | -0.3% | -13%
O=C(NC1CCCCC1)C1CCCN(S(=O)(=O)c2ccc(Br)s2)C1 (stereo not given) | 5% | 11% | -20% | -3% | 26 | 4% | -6% | -12% | -0.9% | ?
COc1ccc(-c2nc(CSCC(=O)NC3CCCc4ccccc43)c(C)o2)cc1 (stereo not given) | -4% | -13% | -30% | -5% | 18 | . | -3% | -13% | -0.1% | ?
COc1ccc(F)cc1S(=O)(=O)N1CCC2(CC1)OCCN2S(=O)(=O)c1ccccc1 | 3% | . | -25% | 0% | 7 | 0% | -7% | ? | -0.2% | 2%
Cc1cc(N/C=C/C(=O)c2ccc(Br)cc2)no1 | -3%[46.1 µM] | 0% | ? | 1% | 0 | -7% | ? | 13% | -1.0% | ?
CN(C)c1ccc(CN(CC2CCCO2)C(=O)c2cc3ccccc3o2)cc1 (stereo not given) | 3% | . | -25% | -6% | ? | 2% | -6% | -30% | -1.7% | 1%
O=S(=O)(c1ccc(Sc2nnc3ccccn23)nc1)N1CCOCC1 | 3% | -6% | 11% | -2% | -1 | 2% | -2% | -21% | 0.3% | 15%
O=C1C(Nc2ccccc2)=CC(c2ccc(O)cc2)N1c1ccccc1 (stereo not given) | 4% | -9% | 43% | 1% | -3 | 1% | 2% | -17% | 2.1% | -17%
O=C(COC(=O)c1cccc(OC(F)F)c1)NCC1CCCO1 (stereo not given) | 1% | . | -14% | -9% | . | -11% | 3% | -6% | -0.4% | 12%
CC(O)C(NS(=O)(=O)c1ccc(Cl)cc1)C(=O)OCc1cc([N+](=O)[O-])cc2c1OCOC2 (stereo not given) | 3% | -7% | -20% | -7% | 2 | 2% | 15% | -7% | -0.1% | ?
COCCN(C(=O)COC(=O)CCC(=O)c1ccc(Cl)cc1)c1c(N)n(Cc2ccccc2)c(=O)[nH]c1=O | 1% | 9% | -11% | -5% | 4 | -4% | -4% | -2% | -0.3% | -2%
O=C(CCS(=O)(=O)c1ccccc1)OCC(=O)N1CCN(S(=O)(=O)c2ccc(Cl)cc2)CC1 | 7% | . | -16% | 0% | 0 | -1% | 4% | -32% | 0.1% | ?
O=c1cc(-c2cccc(F)c2)oc2ccccc12 | 0% | . | 34% | -4% | . | . | . | 11% | . | .
O=C(c1ccc(F)cc1F)N1CCN(S(=O)(=O)c2ccc3c(c2)OCCO3)CC1 | 2% | . | -24% | -1% | -1 | 3% | -6% | 3% | -2.4% | ?
COc1ccc(S(=O)(=O)Nc2ccccc2Cl)cc1NC(C)=O | 4% | ? | -11% | 0% | 4 | -1% | -5% | 6% | 2.9% | 12%
CCOC(=O)c1c(C)[nH]c(C(=O)OCC(=O)N2CCc3ccccc32)c1C | -7% | 0% | 0% | 3% | -1 | 2% | -2% | 20% | 0.2% | 19%
Cc1cccnc1NC(=O)CCC(=O)c1cccs1 | -2% | . | -16% | -3% | 0 | 1% | 2% | -3% | 0.1% | 6%
CCN1CC2([N+](=O)[O-])C=CC(=O)C([N+](=O)[O-])(C1)C2CC(=O)c1ccccc1 (stereo not given) | 0% | 10% | 2% | -11% | -3 | 1% | 3% | -23% | -1.6% | 2%
CCOc1ncccc1C(=O)Nc1ccc(F)cc1 | -7% | 13% | -17% | -1% | -1 | 0% | 4% | -19% | -0.2% | 4%
CN(Cc1ccccc1)C(=O)c1nc2ccccn2c1CNCCOc1cccnc1 | -3% | 0% | 4% | -4% | 2 | -2% | -4% | 12% | -0.5% | -7%
COc1ccc(C2Nc3ccccc3C(=O)N2c2ccc(C)cc2)cc1Cn1cc([N+](=O)[O-])cn1 (stereo not given) | . | -4% | ? | -4% | -4 | -2% | 26% | 9% | 0.2% | ?
CCCSc1nnc(NC(=O)Nc2ccc(F)cc2)s1 | 1% | 6% | -5% | -4% | 5 | -5% | 22% | -66%[inhibitor] | -0.2% | 18%
NC(=O)C1CCN(CC(=O)Nc2cccc(C(=O)Nc3cccc(C(F)(F)F)c3)c2)CC1 | 7%[46.1 µM] | -5% | -31% | 0% | 3 | 1% | -24% | -1% | -0.3% | -27%
O=C1C2C3C=CC(CC3)C2C(=O)N1c1ccc(Cl)cc1 (stereo not given) | -1% | -1% | -5% | 1% | 1 | 34% | 9% | 1% | -0.4% | -7%
CCCN(CC1CC1)C(=O)COC(=O)c1ccc(C)cc1O | -3% | . | 22% | -2% | . | 15% | 6% | 4% | -0.4% | 12%
Cc1ccc(S(=O)(=O)N2CCN(C(=O)COC(=O)COc3cccc(C(F)(F)F)c3)CC2)c(C)c1 | -3% | . | 10% | -2% | . | 6% | -4% | -18% | 0.0% | 4%
C[C@H](NC(=O)c1nc[nH]c1C(=O)N1CCN(c2ccccc2)CC1)C(=O)OC(C)(C)C | -2% | 20% | 22% | -3% | 6 | 16% | -1% | -8% | -0.9% | 13%
COc1cc(OC)cc(C(=O)NCCc2ccc(OC)c(OC)c2)c1 | -6% | . | 16% | -12% | . | . | . | 4% | . | .
CC1(C)Cc2c(sc(NC(=O)COc3cccc4ccccc34)c2C#N)C(C)(C)N1 | 1% | 5% | -46% | 0% | . | -4% | 27% | -79%[inhibitor] | -2.2% | ?

# Taken from above:
# Entry for `CCCN(CC1CC1)C(=O)COC(=O)c1ccc(C)cc1O` in TCR activator: -3%
# Entry for `NC(=O)C1CCN(CC(=O)Nc2cccc(C(=O)Nc3cccc(C(F)(F)F)c3)c2)CC1` in TRPV1 agonist: 3
# Entry for `CN(Cc1ccccc1)C(=O)c1nc2ccccn2c1CNCCOc1cccnc1` in PTAP TSG101 blk: -4%

# Rows are unselected; any-hit rate near 3.8%.
